# CHO parental Ca: counter-screen: ATP calcium response change in parental CHO cells; inhibition, % at 5.6 µM; parental CHO-K1, ATP-induced calcium, Fluo-8 fluorescence; 330,000 compounds, 0.63% hits;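 active = inhibition above that plate's mean sample inhibition plus 3 SD, cut at about 26% in these data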;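 also: 0% = ATP-challenged DMSO wells and 100% = DMSO wells without ATP; some compounds past the cut are filed as inactive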
#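 Test system: untransfected parental CHO cell line. Compound: one dose, 5.6 µM nominal. Detection: intracellular calcium via Fluo-8 no-wash fluorescent dye. Measure: % inhibition. Benchmarks: ATP-challenged DMSO wells low, unchallenged DMSO wells high.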
# OXTR agonist: activates the human oxytocin receptor | 320,000 compounds, 0.32% hits | activation, % at 3 µM | CHO-OTR cells, Fluo-8 calcium fluorescence; normalized: DMSO 0%, oxytocin 100% | AID 2435;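 active = activation above the mean of all tested compounds plus 3 SD, cutoff set per screening run, cut at about 20% in these data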;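 also: peak over basal fluorescence ratio from a 100 s FLIPR kinetic read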
# Target sequence (P30559 whole entry, looked up): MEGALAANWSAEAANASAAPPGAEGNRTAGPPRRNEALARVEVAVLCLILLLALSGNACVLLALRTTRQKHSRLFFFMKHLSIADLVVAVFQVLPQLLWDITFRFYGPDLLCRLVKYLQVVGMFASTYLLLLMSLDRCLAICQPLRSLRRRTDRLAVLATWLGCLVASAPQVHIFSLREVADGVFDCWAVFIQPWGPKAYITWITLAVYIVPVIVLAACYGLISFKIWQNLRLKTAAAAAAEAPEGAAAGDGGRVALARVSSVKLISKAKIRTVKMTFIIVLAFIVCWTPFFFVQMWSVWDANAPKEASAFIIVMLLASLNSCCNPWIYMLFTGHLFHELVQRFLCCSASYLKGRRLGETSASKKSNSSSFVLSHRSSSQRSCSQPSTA
# V1R ag counter: activates human V1a receptor in oxytocin agonist counter-screen | P37288 | CHO-V1R cells, Fluo-8 calcium fluorescence, agonist mode; 0% DMSO, 100% 3 nM vasopressin | activation, % at 3 µM | 320,000 compounds, 0.25% hits;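 active = activation above the mean activation of all tested compounds plus 3 SD, per screening run, cut at about 20% in these data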;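 also: signal is peak over basal fluorescence ratio across a 100 second FLIPR read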
# Target sequence (P37288 whole entry, looked up): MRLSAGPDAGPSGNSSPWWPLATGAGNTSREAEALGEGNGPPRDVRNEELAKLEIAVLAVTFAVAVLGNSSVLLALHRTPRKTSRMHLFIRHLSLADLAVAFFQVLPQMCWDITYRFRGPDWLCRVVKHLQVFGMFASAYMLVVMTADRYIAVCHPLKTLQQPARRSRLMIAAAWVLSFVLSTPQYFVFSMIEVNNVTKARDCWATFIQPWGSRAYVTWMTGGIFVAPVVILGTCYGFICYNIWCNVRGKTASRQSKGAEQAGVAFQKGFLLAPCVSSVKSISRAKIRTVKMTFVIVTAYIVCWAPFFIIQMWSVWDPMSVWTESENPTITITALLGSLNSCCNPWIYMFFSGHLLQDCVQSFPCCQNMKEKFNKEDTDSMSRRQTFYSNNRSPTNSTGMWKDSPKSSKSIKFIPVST
# TAAR1 antag: antagonists of human TAAR1 | CHO RD-HGA16 TAAR1, Fluo-8 calcium fluorescence, antagonist | 360,000 compounds, 1.5% hits | inhibition, % at 3 µM;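 active = inhibition above a per-plate cutoff, the mean inhibition of test compounds on that plate plus 3 SD, cut at about 49% in these data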;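 also: 0% = DMSO plus EC80 beta-PEA response and 100% = DMSO alone without agonist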
#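 test system = CHO RD-HGA16 cells bearing hTAAR1 | replication = singlicate | controls = DMSO-only wells and EC80 β-PEA-stimulated wells | reagent = EC80 β-phenethylamine stimulus | read-out basis = percent inhibition of PEA-evoked calcium signal, max/basal emission ratio | schedule = seeding 17-24 h prior, 75-min 37 °C, 30-min RT dye loading | signal = kinetic Fluo-8 calcium fluorescence measurement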
# CHO-K1 Ca PAM: nonselective activator or artifact in parental CHO-K1 calcium assay; ATP EC20, Fluo-8 calcium fluorescence; 0% at ATP EC20, 100% at ATP max; activation, % at 3 µM; 360,000 compounds, 0.02% hits; AID 602247;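 active = activation above the run cutoff, the mean activation of all test compounds plus 3 SD, cut at about 40% in these data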;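 also: peak over basal fluorescence ratio in a 140 s read after ATP addition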
# M1 ag parental: counter-screen for M1 agonists: effect in parental CHO-K1 cells | Fluo-8 calcium fluorescence; scaled to maximal ATP response, vehicle zero | activation, % at 3 µM | 360,000 compounds, 0.48% hits; in the data active = activation above about 15%;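 also: untransfected CHO-K1 host cells lacking M1 receptor as counterscreen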
# OXTR potentiator: human OXTR potentiation | P30559 | CHO-OTR cells, Fluo-8 calcium fluorescence, potentiator mode; 0% = oxytocin EC15, 100% = EC100 | activation, % at 3 µM | 320,000 compounds, 0.061% hits | AID 2445;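 active = activation above that plate's cutoff, the mean activation of tested compounds plus 3 SD, cut at about 6.6% in these data, passing the limit was not always enough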;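 also: 100% uses oxytocin at 75 nM as the full agonist control; some results filed as inactive read as strong as hits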
#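 Assay system: CHO-OTR cells, human receptor / Also added: oxytocin at about EC15, sub-maximal agonist stimulus / Dosing: single dose, 3.0 µM nominal final compound concentration / Incubation: 6 min pre-incubation, 100 s read / Technique: Fluo-8 calcium dye fluorescence / Read-out: % activation vs EC15 and EC100 oxytocin / Benchmarks: EC15 oxytocin low, 75 nM oxytocin high / Replicates: singlicate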
# GPR7 antag: blocks human GPR7 receptor signaling. P48145. GPR7-expressing cells, fluorescence antagonist assay. inhibition, % at 4.4 µM. 290,000 compounds, 1.1% hits. AID 1861; in the data active = inhibition above about 16%, passing the limit was not always enough;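 also: cells stimulated with the agonist NPW; 0% = agonist with vehicle and 100% = vehicle without agonist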
# CHO-K1 Ca antag: M1 antagonist counterscreen hit in parental CHO-K1 cells. ATP-induced calcium, Fluo-8 fluorescence. inhibition, % at 3 µM. 360,000 compounds, 0.6% hits;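 active = inhibition above a per-plate cutoff, the plate's mean sample inhibition plus 3 SD, cut at about 24% in these data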;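 also: 0% = DMSO plus EC80 ATP and 100% = DMSO alone without ATP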
# An asterisk follows results filed as active; . = not tested or not shown.
no.	molecule	CHO parental Ca	OXTR agonist	V1R ag counter	TAAR1 antag	CHO-K1 Ca PAM	M1 ag parental	OXTR potentiator	GPR7 antag	CHO-K1 Ca antag
1	CN1C(N)=NC(=O)/C1=C/c1ccc(F)cc1	1	-0.7	1.1	-37	10	0.8	-1	5	-7
2	COc1ccc(NC(=O)CN(c2cc(C)cc(C)c2)S(=O)(=O)c2c(C)n[nH]c2C)cc1	-24	-0.9	1.1	3	33	2.8	-1	-8	-7
3	COc1ccc(CNC(=O)c2ccc3ccccc3n2)cc1	-4	-1.3	0.6	2	10	3.0	-20	19	4
4	O=C(COC(=O)/C=C/c1ccc(Cl)cc1)Nc1cccc(S(=O)(=O)NC2=NCCCCC2)c1	1	2.8	3.6	22	-9	2.6	-10	.	-3
5	Cc1cccc2cc(COC(=O)C3CCCO3)c(=O)[nH]c12 (stereo unspecified)	-12	1.2	0.1	-1	16	0.3	-5	-5	-6
6	O=C(Nc1ccc(S(=O)(=O)Nc2nccs2)cc1)c1nn(-c2ccccc2)ccc1=O	7	-1.4	0.0	-15	15	0.0	-16	-2	-18
7	CC(=O)Nc1cc(-c2ccc(F)cc2)[nH]n1	-9	0.9	-0.7	-9	2	0.0	-22	11	-7
8	COc1ccc(-c2csc(N3CCC(c4ccccc4)C3)n2)cc1 (stereo unspecified)	-4	-0.2	0.0	-14	23	1.1	-10	-15	-9
9	O=S(=O)(c1cccc2cccc(Cl)c12)N1CCCC1	-10	-2.9	-1.9	-13	-5	-1.4	-7	-15	-18
10	Cc1ccc(N(CC(=O)NC2CCCC2)C(=O)CNC(=O)c2cccs2)c(C)c1	-14	0.9	0.4	-5	14	1.3	1	-1	-11
11	O=C(C1CCCN(S(=O)(=O)c2cccnc2)C1)N1CCn2c1nc1ccccc12 (stereo unspecified)	-14	-0.3	0.7	3	15	2.9	-16	-2	2
12	Nc1ccc(C23CC4CC(CC(CO)(C4)C2)C3)cc1	-2	1.9	0.5	-12	17	0.6	-8	3	-16
13	Cc1cc(NC(=O)CSc2nnc(C(C)N(C)C)n2Cc2ccccc2)no1 (stereo unspecified)	-11	-0.7	-0.1	-20	-6	0.0	-11	3	4
14	CCCN1C(=O)C(NC(C)=O)c2cc(OC)ccc21 (stereo unspecified)	9	-0.1	0.5	10	21	0.2	-4	11	-13
15	O=C(Nc1ccc(NC(=O)C23CC4CC(CC(C4)C2)C3)cn1)c1ccco1	1	-0.6	-0.7	14	9	0.1	-2	-4	-6
16	COc1ccc(N2CCN(C(=O)CCS(=O)(=O)c3ccc(OC)cc3)CC2)cc1	-13	0.7	3.9	-3	20	2.8	-3	-13	-11
17	CCOc1ccc(S(=O)(=O)NCCc2cn3ccccc3n2)cc1	-16	-1.0	-0.6	-22	-21	0.5	2	-15	13
18	Cc1ccc(CNC(=O)CC(C)S(=O)(=O)c2cc3c(cc2C)NC(=O)CO3)cc1 (stereo unspecified)	-18	-0.9	-0.7	-19	16	0.6	-10	-6	-10
19	Fc1ccc(-c2nnc(SCc3ncc(-c4ccccc4)o3)n2CC2CCCO2)cc1 (stereo unspecified)	-18	-0.9	0.6	-20	2	0.1	-1	-9	-5
20	COc1cc(NC(=O)CCN2CCN(c3ccccc3F)CC2)cc(OC)c1	-18	-0.9	1.1	-5	-2	0.3	-6	3	-17
21	COc1ccc(-c2ccc(CN3C(C(C)C)C(=O)N(Cc4cn(CC5CCCCC5)nn4)CCS3(=O)=O)cc2)cc1 (stereo unspecified)	.	.	.	-34	-6	0.2	.	.	-2
22	COc1cc2ccnc(C=NO)c2cc1OC	.	.	.	-17	14	0.0	.	.	-1
23	O=C(O)c1cc(-c2cccs2)nn1-c1ccccc1	5	0.6	0.8	-13	5	2.3	0	-18	-9
24	CCOC(=O)C1CCN(CC(O)COc2ccc(S(=O)(=O)N3CCCC3)cc2[N+](=O)[O-])CC1 (stereo unspecified)	.	.	.	-25	4	0.8	.	.	-8
25	CS(=O)(=O)N(CC(=O)Nc1ccc2c(c1)OCO2)c1ccc(Cl)cc1	-15	3.7	1.4	13	11	0.8	-11	-3	-16

# 6 entries out of the list above, ordered by the number in GPR7 antag, falling:
nr	SMILES	OXTR potentiator	GPR7 antag
3	COc1ccc(CNC(=O)c2ccc3ccccc3n2)cc1	-20	19
7	CC(=O)Nc1cc(-c2ccc(F)cc2)[nH]n1	-22	11
1	CN1C(N)=NC(=O)/C1=C/c1ccc(F)cc1	-1	5
20	COc1cc(NC(=O)CCN2CCN(c3ccccc3F)CC2)cc(OC)c1	-6	3
10	Cc1ccc(N(CC(=O)NC2CCCC2)C(=O)CNC(=O)c2cccs2)c(C)c1	1	-1
8	COc1ccc(-c2csc(N3CCC(c4ccccc4)C3)n2)cc1 (stereo unspecified)	-10	-15

# Whole records from above. Order of values: CHO parental Ca	OXTR agonist	V1R ag counter	TAAR1 antag	CHO-K1 Ca PAM	M1 ag parental	OXTR potentiator	GPR7 antag	CHO-K1 Ca antag
# COc1ccc(CNC(=O)c2ccc3ccccc3n2)cc1 across the screens: -4	-1.3	0.6	2	10	3.0	-20	19	4
# CN1C(N)=NC(=O)/C1=C/c1ccc(F)cc1 across the screens: 1	-0.7	1.1	-37	10	0.8	-1	5	-7
# CC(=O)Nc1cc(-c2ccc(F)cc2)[nH]n1 across the screens: -9	0.9	-0.7	-9	2	0.0	-22	11	-7
# Cc1cc(NC(=O)CSc2nnc(C(C)N(C)C)n2Cc2ccccc2)no1 (stereo unspecified) across the screens: -11	-0.7	-0.1	-20	-6	0.0	-11	3	4
# COc1ccc(NC(=O)CN(c2cc(C)cc(C)c2)S(=O)(=O)c2c(C)n[nH]c2C)cc1 across the screens: -24	-0.9	1.1	3	33	2.8	-1	-8	-7

# Other results follow:
no.	molecule	CHO parental Ca	OXTR agonist	V1R ag counter	TAAR1 antag	CHO-K1 Ca PAM	M1 ag parental	OXTR potentiator	GPR7 antag	CHO-K1 Ca antag
26	CCc1nnc(NC(=O)C2CC(=O)N(c3ccc(C)cc3)C2)s1 (stereo unspecified)	-13	0.3	0.5	-8	3	-0.5	8	-11	24*
27	CCOC(=O)/C=C/C(=O)Nc1ccc(S(=O)(=O)Nc2cc(OC)nc(OC)n2)cc1	.	.	.	0	12	0.4	.	.	-11
28	COc1ccc(/C=C2\SC(=N)N(c3ccc(F)cc3)C2=O)cc1	-5	0.5	-0.4	2	19	1.9	-12	-7	-11
29	CN(CC(=O)NCc1ccc(F)cc1)S(=O)(=O)c1ccc(Br)s1	-13	2.2	2.8	-4	0	1.9	-7	-6	-9
30	Cn1c(=O)c2c(nc(NCCNC(=O)c3ccco3)n2Cc2ccccc2Cl)n(C)c1=O	-4	0.5	1.2	5	22	-0.3	-7	-10	-12
31	CC(=O)N1c2ccc(S(=O)(=O)N3CCC(C(=O)Nc4cccc(C)n4)CC3)cc2CC1C (stereo unspecified)	-3	6.2	9.2	-1	5	12	-10	6	-3
32	COc1ccc(S(=O)(=O)N2CCCCC2)cc1NC(=O)C1CC1	-6	2.3	0.9	-8	-22	2.7	0	.	11
33	CC(=O)c1oc2ccccc2c1NC(=O)COC(=O)c1ccc(-n2nc(C)cc2C)cc1	-15	-0.8	-0.6	6	0	0.2	-15	.	-6
34	Cc1onc(-c2ccccc2Cl)c1C(=O)NCc1cccnc1	-16	0.7	0.3	15	6	0.2	-5	-4	5
35	NS(=O)(=O)c1ccc(CNC(=O)c2ccc(Cl)c([N+](=O)[O-])c2)cc1	-14	0.3	-0.8	-9	4	0.0	-4	2	-6
36	C=CCN=C1SC(CC)C(=O)N1S(=O)(=O)c1ccc(C)cc1 (stereo unspecified)	-4	0.0	-0.2	-19	4	0.8	-9	13	-10
37	C=CCN1C(=O)/C(=C\c2ccc(Cl)cc2)N=C1SCC(=O)NCCC	-11	-0.3	0.2	2	4	-0.1	0	5	0
38	CC1CCN(CCCCOc2ccccc2F)CC1	3	-0.6	2.1	9	11	0.0	-14	2	-9
39	COc1cc(/C=C/C(=O)OC(C)C(=O)Nc2c(C)n(C)n(-c3ccccc3)c2=O)ccc1O (stereo unspecified)	4	-0.4	0.4	-2	-5	0.1	-8	.	5
40	COc1cccc(/C=C/C(=O)OCC(=O)c2c[nH]c3ccccc23)c1	-2	2.3	2.0	39	11	5.5	-6	.	4
41	Cc1ccc(-c2nnn(CC(=O)N(Cc3cccs3)C(C(=O)NC3CCCC3)c3ccco3)n2)o1 (stereo unspecified)	-23	-2.3	0.5	28	0	0.7	-14	-16	20
42	CCn1c(=O)c([N+](=O)[O-])c(N2CCSCC2)c2ccccc21	-9	-3.2	-1.7	-43	-6	-0.3	-2	-8	1
43	COc1ccc(/C=C2\SC(=S)N(CCC(=O)Nc3cccc(C(=O)O)c3)C2=O)cc1OC	-13	-0.7	1.0	-3	-12	0.9	-8	2	-14
44	Cc1ccc(-c2nn(-c3ccccc3)cc2/C=C(\C#N)c2cccc(C#N)c2)o1	-31	-2.7	-0.5	.	12	-0.1	-12	-11	-12
45	CN(Cc1ccccc1F)C(=O)CNC(=O)Cc1cccc2ccccc12	-5	-1.2	0.5	-1	21	1.3	-10	-8	-10
46	Cc1cc(-c2ccccc2)[nH]c(=O)c1S(=O)(=O)c1ccc(Cl)cc1	-18	1.3	0.5	-2	4	0.3	-4	7	-5
47	CC1Cc2ccccc2N1Cc1nc2cc(C(F)(F)F)ccc2c(=O)[nH]1 (stereo unspecified)	-8	-1.6	-2.0	2	10	0.2	-12	2	-9
48	O=C(Nc1cccnc1)C1Cc2c(-c3ccc4c(c3)OCO4)ccnc2O1 (stereo unspecified)	.	.	.	-2	7	3.2	.	.	-5
49	Cc1ccccc1OCC(=O)NC(=S)Nc1ccc(N2CCCC2)cc1	-5	0.6	1.2	18	18	1.1	2	-10	-2
50	COC(=O)c1sccc1NC(=O)Nc1cccc(C)c1C	.	.	.	3	-12	-0.1	.	-13	-2

# Assay outcomes deposited in PubChem BioAssay by The Scripps Research Institute Molecular Screening Center.
